Compound activity: PubChem, several laboratories
Salmonella PhoP GFP: PhoP-dependent GFP reporter repression – Salmonella Typhimurium, primary screen (AID 1863); one-dose inhibition, % at 50 µM; IC50 in µM for titrated hits; 0.16% of 300,000 active; S. Typhimurium PhoP-regulated promoter GFP reporter, 4 h; higher % means a stronger effect;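 active means inhibition over 29.93%, a cutoff 3 SD above the screen mean, later confirmed by dose response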;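 further: 0% = low Mg2+ inducing control and 100% = high Mg2+ repressing control; strong numbers were not always called active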
Rac1 GTP hydrolysis: MgcRacGAP GTPase-activating activity inhibitors, confirmation, biochemical, ADP Hunter fluorescence | MgcRacGAP-stimulated Rac1 GTP hydrolysis, ADP Hunter fluorescence; higher % means a stronger effect; GST-tagged Rac1 F28L mutant substrate | inhibition, % at 30 µM; hits with a dose series show IC50 in µM | 0.6% of 340,000 active | AID 624330;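 active means first-screen hits whose inhibition reached a set limit at any dose in the follow-up dose series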;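 further: fluorescence reports GDP produced by GAP-driven GTP hydrolysis; strong numbers were not always called active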
NTR1 ag: agonists of NTR1, primary screen, imaging, U2OS cells, beta-arrestin-GFP, high content (AID 493036) | P30989 | 0.17% of 330,000 active | activation, % at 20 µM | NTR1-U2OS beta-arrestin-GFP spot imaging, agonist mode;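 active means activation at or above 40% of the spot to cytoplasm intensity ratio, with at least 20 cells analyzed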;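 further: 0% = DMSO without peptide and 100% = 100 nM NTR1 peptide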
Target sequence (P30989 whole entry, looked up): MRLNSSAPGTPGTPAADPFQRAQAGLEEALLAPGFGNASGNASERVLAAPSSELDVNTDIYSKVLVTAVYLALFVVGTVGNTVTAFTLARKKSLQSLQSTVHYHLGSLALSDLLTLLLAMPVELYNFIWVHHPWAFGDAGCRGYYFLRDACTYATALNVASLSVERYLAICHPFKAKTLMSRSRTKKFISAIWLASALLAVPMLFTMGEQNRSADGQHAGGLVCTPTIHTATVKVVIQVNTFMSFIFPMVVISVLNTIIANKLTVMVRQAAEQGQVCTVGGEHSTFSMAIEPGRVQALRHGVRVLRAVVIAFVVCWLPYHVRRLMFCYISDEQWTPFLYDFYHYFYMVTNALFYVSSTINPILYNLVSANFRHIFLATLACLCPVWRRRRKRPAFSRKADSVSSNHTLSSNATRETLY
K1F lysis inhibition: protection from phage-mediated lysis, alamar blue read-out – E. coli UTI89, K1F phage, bacterial capsule biogenesis inhibitors (AID 488966); E. coli UTI89 K1F phage lysis, alamar blue, 2 h; higher % means a stronger effect; inhibition, % at 100 µM, or IC50 in µM where a hit was titrated; 0.02% of 340,000 active;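 active means phage lysis inhibition, versus mean bacterial control, above a set limit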;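 further: capsule biogenesis inhibitors block K1F phage lysis so surviving cells raise fluorescence; higher fluorescence means more inhibition of phage lysis; actives were called in the ten point dose series up to 300 µM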
TNAP activation fold: stimulation of alkaline phosphatase TNAP activity – biochemical, luminescent, no phosphate acceptor, uHTS, primary screen (AID 1001). purified TNAP, luminescent activation assay, no phosphate acceptor; higher activation fold means a stronger effect. activation fold at 20 µM; hits with a dose series show EC50 in µM. 0.03% of 200,000 active; in the data active means activation fold from about 3, or a potency from the dose series; inactive means the rest, 99 in 100 with activation fold below about 1.6; further: many of its hits are not listed in these tables
SV40 large T antigen: TAg ATPase/helicase activity blockers – biochemical (AID 1903). inhibition, % at 20 µM; hits with a dose series show IC50 in µM. 0.39% of 310,000 active. SV40 large T antigen ATPase/helicase inhibition assay; higher % means a stronger effect; in the data active means a potency from the dose series; further: strong numbers were not always called active
RSV antiviral HEp-2: inhibition of RSV-induced cytopathic effect – HEp-2 cells, primary 10 µM value included (AID 2391) | HEp-2 cells, RSV-induced CPE inhibition; higher % means a stronger effect | 0.13% of 310,000 active | CPE inhibition, % at 10 µM, or IC50 in µM where a hit was titrated; in the data active means a potency from the dose series; further: strong numbers were not always called active
Myeloid diff 2: compounds promoting myeloid differentiation; calls only at 10 µM; AID 624256; ER-HoxA9 myeloid progenitors, lysozyme-GFP differentiation, flow cytometry; 1% of 360,000 active;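 active means normalized GFP-positive differentiation at or above the plate's own cutoff, the solvent-only control mean plus 3 SD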;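 further: cells exposed to compound for four days before flow analysis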
T cell modulator: T cell immune modulation candidate. 2C CD8+ T cell-vesicle binding, flow cytometry; active compounds read low. calls only at 7 µM. 0.068% of 330,000 active. AID 2052;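 active means response, share of CD8 T cells binding vesicles, and their 90th percentile fluorescence all below set limits, cut at about 80% in these data, passing the limit was not always enough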
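System: murine 2C transgenic CD8+ T lymphocytes; also added: QL9-loaded Drosophila micro-vesicles; times: binding 1.5 h at 37 °C; measured by: flow cytometry, PE anti-B7-1 (FL2) versus Alexa647 anti-CD8 (FL8), PFA-fixed; control set: Peptide-free naked vesicles (low) and QL9 vesicles with 0.7% DMSO vehicle (high)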
T cell modulator vesicle-bound %: also measured in T cell modulator; calls as there; double positive events, %; measured here: CD8+ vesicle-bound cell fraction;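 binding gate set so that unloaded-vesicle control wells show 10% double positive cells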
NTR1 ag cell count 20 µM: recorded beside NTR1 ag, whose call it bears; cell count; measured here: cell count, cytotoxicity flag
Myeloid diff 2 GFP+ MAC1+ %: also measured in Myeloid diff 2; calls as there; GFP+ MAC1+ double positive, %; measured here: differentiation confirmed by MAC1 staining
The depositor's hits bear a star; i = inactive; · = not tested or not shown; + = active, no number; & = joins results of further samples; [ ] = remark or other dose.

SMILES | Salmonella PhoP GFP | Rac1 GTP hydrolysis | NTR1 ag | NTR1 ag cell count 20 µM | K1F lysis inhibition | TNAP activation fold | SV40 large T antigen | RSV antiviral HEp-2 | Myeloid diff 2 | Myeloid diff 2 GFP+ MAC1+ % | T cell modulator | T cell modulator vesicle-bound %
COc1ccc(Nc2ccc([N+](=O)[O-])cc2[N+](=O)[O-])cc1 | -2% | 4% | 0.6 | 39 | -0.2% | 1 | 8% | 0.7% | i | 0.5 | i | 23
Cc1ccc(CN2CCSCC2)cc1 | -7% | 17% | -0.4 | 61 | 0.1% | · | 2% | 1.2% | i | 0.3 | i | 20
NS(=O)(=O)c1ccc(CCNc2ncnc3c2c(-c2ccccc2)cn3-c2ccc(F)cc2)cc1 | -14% | 10% | 21 | 49 | 0.0% | 1.1 | 0% | -5.1% | i | 1.2 | i | 30
C[C@H]1CC[C@@]2(O[C@@H](CCO)C[C@H](O)[C@H]2O)O1 | · | 2% | -3.0 | 97 | 0.0% | · | 10% | 3.3% | i | 2.2 | i | 29
CCCCn1c(CCNC(=O)CC)nc2ccccc21 | 10% | 2% | 0.0 | 44 | 0.9% | 1 | 2% | 1.2% | i | 2.5 | i | 24
COC(=O)CCc1c(C)c(C#N)c2nc3ccccc3n2c1N1CCCC1 | -4% | 5% | 5.0 | 64 | 2.8% | 1.2 | -1% | 1.8% | i | 0.7 | i | 41
S=C(NC1CCCCC1)N1CCN(C/C=C/c2ccccc2)CC1 | 10% | 7% | 0.8 | 70 | i | 1.1 | 1% | 7.3% | i | 1.6 | i | 38
Cc1cc2c(C)nc(-c3ccccc3)nc2o1 | 3% | 9% | 0.0 | 33 | 3.3% | 1.1 | 2% | 1.4% | i | 0.8 | i | 49
Cc1cc(C)nc(Nc2n[nH]c(-c3ccc(C(C)(C)C)cc3)n2)n1 | -7% | -7% | 5.2 | 59 | 2.0% | 1.6 | 5% | 0.9% | i | 0.4 | i | 38
CCC(C)NC(=O)C1=CCN(S(=O)(=O)c2ccc(C)cc2)CC1 (centres undefined) | -11% | -7% | 0.6 | 69 | -0.1% | · | 11% | -0.5% | i | 2.0 | i | 16
COC(=O)c1ccc(C(=O)NC2CCSc3ccccc32)cc1 (centres undefined) | -1% | 8% | 2.7 | 80 | 0.0% | · | 7% | 1.1% | i | 0.4 | i | 58
CCOC(=O)C1(CC)NC(c2ccc(OC)cc2OC)C2C(=O)N(C)C(=O)C21 (centres undefined) | 2% | 1% | -0.2 | 54 | 0.0% | 1.1 | -2% | 4.1% | i | 0.4 | i | 27
CCOC(=O)C1=C(CN2CCN(c3ccc(F)cc3)CC2)NC(=O)NC1c1cccs1 (centres undefined) | 1% | 4% | 2.5 | 63 | 3.9% | 1.1 | 30% | 9.1% | i | 2.1 | i | 7
COC(=O)c1ccc(-c2nc(CN3CCN(Cc4cccc(C)c4)CC3)c(C)o2)cc1 | 4% | 11% | -0.3 | 68 | 0.1% | · | 13% | 1.3% | i | 0.9 | i | 57
Cc1cc(NC(=O)CSCC(=O)Nc2nc3ccccc3[nH]2)no1 | -2% | -1% | -1.0 | 51 | 1.2%[50 µM] | · | 6% | 0.1% | i | 0.2 | i | 40
O=C(O)C1CCCCC1C(=O)Nc1ccc2c(c1)OCCO2 (centres undefined) | -14% | 4% | -0.5 | 54 | -0.1% | 1.2 | 0% | -0.3% | i | 6.2 | i | 12
O=C(NC(=S)Nc1cccnc1)c1cccc(Br)c1 | 5% | 8% | -1.2 | 50 | -1.2% | · | -3% | 2.1% | i | 2.1 | i | 20
COCCOC(=O)/C(C#N)=C/c1cn(Cc2ccccc2)nc1-c1cccnc1 | -7% | 1% | -0.9 | 58 | 0.6% | 1.1 | 4% | 0.7% | i | 0.7 | i | 24
CO/N=C/c1c(-c2ccc(Cl)cc2)nc2cc(C)ccn12 | 8% | 7% | 12 | 42 | -0.4% | 1.2 | 9% | 1.2% | i | 0.2 | i | 40
CCCN1C(=O)/C(=C/c2ccc(C)o2)SC1=Nc1ccc(OC)cc1 | 4% | 7% | 4.6 | 50 | 1.2% | 1 | 6% | -1.1% | i | 0.7 | i | 9
Cc1cc(C)c(C)c(S(=O)(=O)N2CCN(c3ncnc4ccccc34)CC2)c1C | · | 4% | 32 | 76 | 0.4%[50 µM] | · | · | 3.2% | i | 1.2 | i | 18
CCn1c(C)c(C)c2cc(C(=O)NCCCN3CCCCC3C)ccc21 (centres undefined) | -5% | -19% | 0.0 | 54 | 0.1% | · | 10% | -0.3% | i | 4.4 | i | 5
COc1ccc(C(=S)N2CCN(c3cccc(Cl)c3)CC2)cc1 | 7%&-6% | -9% | 0.7 | 42 | -2.8% | · | 6%&12% | 11% | i | 0.8 | i | 22
O=C(Nc1ccccc1N1CCOCC1)c1cccc2c(Br)cccc12 | · | -12% | 9.9 | 86 | -0.1% | · | -3% | 10% | + | 8.5* | i | 31
COc1ccc(C(=S)Nc2ccc(N(C)C)cc2)cc1 | 20% | 20% | -2.2 | 78 | 0.4% | 1.1 | 0% | 2.0% | i | 0.2 | i | 24
COc1ccccc1-c1cc(C(=O)NCCc2ccccc2)no1 | -3% | 5% | -0.3 | 68 | -0.1% | 1.1 | -6% | 2.9% | i | 0.0 | i | 18
C=CCNC(=S)NC(CC(=O)OC)c1ccc2c(c1)OCO2 (centres undefined) | 1% | 5% | 0.3 | 65 | -0.5% | 1.1 | 2% | 0.4% | i | 0.3 | i | 31
Cc1c(C(=O)C(=O)N2CCCc3ccccc32)c2ccccc2n1C | 2% | 6% | -1.8 | 54 | -1.4% | 1.1 | 0% | -0.3% | i | 1.7 | i | 28
COc1ccccc1C(=O)N(CN1CCCC1=O)c1cccc(Cl)c1 | -2% | 6% | 0.7 | 79 | 1.8% | 1.1 | 2% | -0.1% | i | 0.7 | i | 18
O=C(c1[nH]ncc1-c1ccccc1)C1CO1 (centres undefined) | 2% | 14% | 0.4 | 36 | 0.2% | · | 15% | 2.5% | i | 0.2 | i | 18

Complete entries, looked up by structure.
O=C(Nc1ccccc1N1CCOCC1)c1cccc2c(Br)cccc12 is listed as Salmonella PhoP GFP = ·; Rac1 GTP hydrolysis = -12%; NTR1 ag = 9.9; NTR1 ag cell count 20 µM = 86; K1F lysis inhibition = -0.1%; TNAP activation fold = ·; SV40 large T antigen = -3%; RSV antiviral HEp-2 = 10%; Myeloid diff 2 = +; Myeloid diff 2 GFP+ MAC1+ % = 8.5*; T cell modulator = i; T cell modulator vesicle-bound % = 31
O=C(c1[nH]ncc1-c1ccccc1)C1CO1 (centres undefined) is listed as Salmonella PhoP GFP = 2%; Rac1 GTP hydrolysis = 14%; NTR1 ag = 0.4; NTR1 ag cell count 20 µM = 36; K1F lysis inhibition = 0.2%; TNAP activation fold = ·; SV40 large T antigen = 15%; RSV antiviral HEp-2 = 2.5%; Myeloid diff 2 = i; Myeloid diff 2 GFP+ MAC1+ % = 0.2; T cell modulator = i; T cell modulator vesicle-bound % = 18

Going on with the list.
SMILES | Salmonella PhoP GFP | Rac1 GTP hydrolysis | NTR1 ag | NTR1 ag cell count 20 µM | K1F lysis inhibition | TNAP activation fold | SV40 large T antigen | RSV antiviral HEp-2 | Myeloid diff 2 | Myeloid diff 2 GFP+ MAC1+ % | T cell modulator | T cell modulator vesicle-bound %
COc1ccc(Nc2nc(N)nc(CSC(=S)N3CCCCC3C)n2)cc1 (centres undefined) | -11% | 7% | 3.5 | 43 | 0.2% | · | 9% | 9.0% | i | 0.8 | i | 39
CCOc1ccc(N2CC(C(=O)N3CCCc4ccccc43)CC2=O)cc1 (centres undefined) | 7% | 9% | 0.2 | 50 | -0.9% | · | -6% | -0.1% | i | 0.3 | i | 25
S=c1[nH]nc(-c2cccnc2)n1-c1ccccc1 | 0% | 13% | -0.5 | 42 | 0.2% | 1.1 | 7% | 2.3% | i | 5.6 | i | 19
O=C(COC(=O)c1ccccc1)Nc1ccc2[nH]c(=O)[nH]c2c1 | -1% | 4% | -0.2 | 73 | 1.0%[50 µM] | · | 4% | 1.3% | i | 1.0 | i | 10
CN(CC(=O)NCCc1ccc(S(N)(=O)=O)cc1)Cc1c(F)cccc1Cl | 6% | 7% | -1.8 | 52 | -0.2% | · | -3% | 1.8% | i | 0.4 | i | 18
Cc1ccc(-c2cc(C(=O)N/N=C/c3ccco3)n[nH]2)s1 | -1% | 7% | -0.1 | 74 | 0.6% | 0.3 | 7% | 0.8% | i | 0.3 | i | 40
CC(NC(=O)CSc1nc(C2CC2)n(-c2ccccc2)n1)c1ccco1 (centres undefined) | · | 5% | -1.2 | 70 | 0.4%[50 µM] | · | · | 1.6% | i | 0.7 | i | 44
CCOC(=O)C1=C(C)NC2=C(C(=O)CC(C)(C)C2)C1c1ccsc1 (centres undefined) | -9% | 2% | 0.0 | 48 | -1.4% | 1.2 | 6% | -0.4% | i | 1.7 | i | 15
COc1cc(C(=O)N/N=C2\CCS(=O)(=O)c3ccc(F)cc32)cc(OC)c1OC | -9% | 11% | -0.4 | 42 | 2.2% | 1.1 | 41% | 1.4% | i | 0.3 | i | 46
COc1ccc(CN2CCN(C(=O)c3cc(OC)c(OC)c(OC)c3)CC2)cc1OC | -7% | 15% | -0.7 | 75 | 1.2% | 1.1 | 5% | 1.4% | i | 0.5 | i | 47
CCOP(=O)(c1ccccc1)C(O)c1ccccc1 (centres undefined) | -8% | 10% | -0.2 | 56 | 2.5% | 1.3 | 7% | 1.8% | i | 0.5 | i | 43
CCOC(=O)C1=C(C)N(C)C(=O)NC1c1ccc(C)s1 (centres undefined) | 2% | 1% | 1.0 | 49 | 0.6% | 1.1 | 9% | 2.2% | i | 0.9 | i | 22
CCC(CC)C(=O)Nc1cc(C(=O)OC)cc(C(=O)OC)c1 | 8% | 11% | -1.9 | 99 | -0.1% | 1.1 | 7% | -2.4% | i | 0.9 | i | 24
CC(C)c1ccc(-c2csc(NC(=O)c3cccs3)c2C(=O)O)cc1 | -4% | 29% | 3.7 | 62 | 2.0% | 1.2 | 19% | 9.4% | i | 0.8 | i | 58
O=C(Nc1c2c(nc3ccccc13)CCCC2)c1cccc([N+](=O)[O-])c1 | 8% | 1% | 0.3 | 70 | 3.5% | 1.1 | 33% | 6.7% | i | 0.2 | i | 45
COc1cc(NC(=O)Cn2cnc3c(NCc4ccccc4)ncnc32)cc(OC)c1OC | · | -1% | -1.2 | 60 | 0.2% | · | · | · | i | 0.7 | · | ·
CCC1(C)Cc2c(sc3c2c(=O)n(C)c2nnc(SCCc4ccccc4)n32)CO1 (centres undefined) | -7% | 3% | 12 | 37 | 7.3% | 1.1 | 13% | -1.0% | i | 0.4 | i | 33
